PglD DTNB: blocks C. jejuni PglD acetyltransferase activity. purified PglD enzyme, DTNB colorimetric CoA detection. inhibition, % at 12.5 µM. actives 0.098% (n = 360,000). AID 602405; in the data active = inhibition above about 16%, passing the limit was not always enough; inconclusive = no clear call, values can overlap the other calls; also: strong numbers were not always called active
PGC1a acetyl inh: modulators of PGC1a acetylation; U2OS PGC1a acetylation, AlphaScreen anti-acetyl-lysine; with virally co-expressed GCN5 acetyltransferase; inhibition, % at 15.6 µM; actives 0.17% (n = 350,000);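 active = every replicate shows inhibition of at least 40%; inconclusive = mean inhibition at least 40% but some replicate below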;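 also: 0% = neutral control wells and 100% = positive control wells; some results beyond the cut were filed as inactive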
Cneo AK release: Cryptococcus neoformans lysis via adenylate kinase release. C. neoformans lysis, adenylate kinase release luminescence, 4 h; normalised: neutral wells 0, clomiphene wells 100. lysis activity, % at 15 µM. actives 0.2% (n = 360,000);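 active = mean lysis activity across replicates of at least 80%, whatever share of replicates individually reach that level; inactive = mean lysis activity below 80%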
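Material – Cryptococcus neoformans yeast cells · Quantity – 5 × 10^6 yeast cells/mL · Buffer or medium – YPD medium · Compound – single dose · Timing – 4 h static compound exposure, 37 °C, read 1 h post-reagent · Signal – adenylate kinase release luminescence · Read-out basis – lysis from increased AK signal · Benchmarks – Clomiphene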
E-sel inducer: induces E-selectin expression in human endothelial cells. P16581. HUVEC E-selectin immunofluorescence imaging; normalized: neutral wells 0, TNF-alpha wells 100. activation, % at 7.58 µM. actives 0.37% (n = 260,000);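 active = mean E-selectin-positive cell signal at least 10% of the positive control, reached in at least 60% of replicates, without over 20% cell loss; inconclusive = no rule given, readout overlaps actives, possibly toxicity-flagged; inactive = the rest, including those meeting only one limit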;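 also: in these data hits start at about 27%; measured in HUVEC primary endothelial cells; signal is the percent of cells scored E-selectin positive by PE staining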
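Assay system: HUVEC primary endothelial cells. Input: 3,000 HUVEC seeded per well. Doses: one compound dose added by pin transfer. Read-out basis: % PE-positive cells. Benchmarks: TNF-alpha high, DMSO low. Detection: immunofluorescence imaging. Buffer or medium: EGM-2, gelatin.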
ERAP1 inh: inhibitors of human ERAP1 aminopeptidase. recombinant ERAP1, Leu-AMC fluorescence, 60 min. inhibition, % at 10.7 µM. actives 0.15% (n = 340,000);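 active = mean replicate inhibition of at least 30%, or all replicates individually reaching that 30% level; inactive = mean below 30% and not every replicate reaching it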;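 also: 0% = neutral control wells and 100% = L-leucinethiol positive control wells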
RAD52 anneal inh: RAD52 (human) annealing inhibition | P43351 | recombinant RAD52 DNA annealing, FRET fluorescence | inhibition, % at 18.7 µM | actives 0.46% (n = 360,000);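 active = every replicate showing at least 50% inhibition; inconclusive = mean inhibition at least 50% but not in every replicate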
RAD54 branch: blocks human RAD54 Holliday junction branch migration; Q92698; FAM/BHQ fluorescence; inhibition, % at 10.4 µM; actives 0.14% (n = 360,000); AID 602329;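 active = mean normalized replicate activity at least 40 and at least half of replicates scoring 40 or more; inconclusive = only one of the two criteria met; inactive = mean below 40 and under half of replicates reaching 40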;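 also: 0% = median of neutral control wells and 100% = median of positive control wells; inhibitors cause a drop in the FAM fluorescence signal; in these data hits start at about 50%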
Target sequence (Q92698 whole entry, looked up): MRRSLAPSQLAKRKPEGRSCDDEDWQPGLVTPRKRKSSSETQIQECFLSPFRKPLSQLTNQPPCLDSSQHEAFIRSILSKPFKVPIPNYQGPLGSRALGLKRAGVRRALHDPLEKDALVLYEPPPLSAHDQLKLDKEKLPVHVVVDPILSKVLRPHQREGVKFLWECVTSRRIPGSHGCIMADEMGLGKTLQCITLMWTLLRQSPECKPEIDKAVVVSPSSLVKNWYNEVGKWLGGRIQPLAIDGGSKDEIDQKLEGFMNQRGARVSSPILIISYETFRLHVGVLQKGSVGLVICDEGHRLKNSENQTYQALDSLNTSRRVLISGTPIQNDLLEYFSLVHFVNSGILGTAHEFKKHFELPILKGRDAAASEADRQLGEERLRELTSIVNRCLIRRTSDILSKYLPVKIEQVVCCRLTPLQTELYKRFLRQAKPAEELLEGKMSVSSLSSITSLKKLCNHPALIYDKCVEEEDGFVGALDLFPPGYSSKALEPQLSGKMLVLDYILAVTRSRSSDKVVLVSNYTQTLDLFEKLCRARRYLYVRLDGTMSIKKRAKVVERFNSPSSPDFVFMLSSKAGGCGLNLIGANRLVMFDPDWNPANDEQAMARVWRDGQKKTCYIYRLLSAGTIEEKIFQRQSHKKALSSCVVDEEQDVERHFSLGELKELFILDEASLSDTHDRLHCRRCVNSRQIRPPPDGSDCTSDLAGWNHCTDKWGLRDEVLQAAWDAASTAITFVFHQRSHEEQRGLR
miR122 inh: miR-122 inhibition in Huh7 cells. Huh7 miR-122 Renilla luciferase sensor, 48 h; neutral wells = 0, positive control = 100. activation (reporter increase), % at 12.5 µM. actives 0.3% (n = 340,000);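 active = mean replicate activation score at least 90 and every replicate individually at or above 90; inconclusive = only one of the two criteria met; inactive = neither criterion met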;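 also: higher luciferase means less miR-122 activity so hits act as miR-122 inhibitors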
Active calls of the source: *; ? = inconclusive; / = not tested or not shown; [ ] = dose if it differs, or a comment.

SMILES	PglD DTNB	PGC1a acetyl inh	Cneo AK release	E-sel inducer	ERAP1 inh	RAD52 anneal inh	RAD54 branch	miR122 inh
CC(=O)c1ccc(C(=O)N2CCCC(Nc3ccccc3)C2)s1 (configuration not stated)	-8	-4	0	-0.2	4	0	-1	-5
O=C(NC1Cc2ccccc2C1)[C@@H]1[C@@H](CO)[C@@H]2Cn3c(ccc(C4=CCCCC4)c3=O)[C@@H]2N1CC1CC1	/	1	/	-0.6	4	-27	/	/
CC(=O)Cc1nsc(NC(=O)c2cccs2)n1	2	3	7	/	/	/	1	3
CCn1c(CCCNC(=O)c2cccs2)nc2ccccc21	-1	7	0	0.0	-3	-8	-10	-1
COC(=O)C1=C(C)N(CCCC(=O)O)C(=O)NC1c1cccc(OC)c1 (configuration not stated)	5	/	2	0.6	/	-6	-7	/
Cc1cccc(Nc2nnc(SCC(=O)Nc3ncc(C(F)(F)F)cc3Cl)s2)c1C	-4	-4	0	1.5	/	/	-2	2
C[C@H](CO)N1C[C@H](C)[C@@H](CN(C)Cc2ccncc2)Oc2c(NC(=O)c3nc4ccccc4s3)cccc2C1=O	-12	14	3	/	-7	-27	-3	22[16.7 µM]
O=C1CCn2nc(-c3ccc(Cl)cc3)cc2N1	-2	4	-7	/	1	-6	-6	2
N#CCC(=O)Nc1ccc(C(=O)OCC(=O)NC(=O)NCc2ccco2)cc1	6	5	-2	-0.2	11	-61	0	-11
COc1ccc(/C=N/n2c(COc3ccccc3)n[nH]c2=S)cc1OC	5	7	0	0.1	1	-15	-4	7
COC(=O)c1ccc(C)c(NC(=O)c2ccc(CN3CCc4ccccc4C3)cc2)c1	1	/	3	0.2	-3	-22	0	/
Oc1[nH]c2ccccc2c1OCc1ccncc1	-1	-7	1	/	/	/	1	1
COc1ccc(C(=O)N2CCN(c3ccccc3)CC2)cc1S(=O)(=O)NC1CC1	-5	-6	1	0.3	-9	-11	8	6
COc1ccc(Cl)cc1N(CC(=O)NC1CC2CCC1C2)S(=O)(=O)c1ccccc1 (configuration not stated)	-3	-6	-1	/	1	-13	-2	23
COc1cccc2cc(C(C)N(CCCN3CCOCC3)C(=S)Nc3ccc(C)cc3)oc12 (configuration not stated)	-2	-10	8	-0.3	/	-17	4	1
COc1ccc(C(=O)OCC(=O)c2cc(C)n(CC3CCCO3)c2C)cc1[N+](=O)[O-] (configuration not stated)	-7	2	-1	0.4	-2	-15	0	-9
O=C(NC1CCCC1)C(c1ccncc1)N(Cc1ccccc1)C(=O)Cc1cccs1 (configuration not stated)	2	-11	-1	/	/	/	8	8
Cc1ccc(S(=O)(=O)Nc2c(C)ccc3nsnc23)cc1	0	-2	0	/	/	/	8	138*
Cc1cc2c(cc1S(=O)(=O)Nc1cccc(C)c1C)n(C)c(=O)c(=O)n2C	6	1	-4	-0.1	/	-19	-16	-3
CC1CCN(c2nc3c(c(=O)[nH]c(=O)n3C)n2Cc2ccccc2Cl)CC1	/	1	-1	1.1	2	-10	4	0
COc1cccc(OCc2nn[nH]n2)c1	5	/	0	0.8	-1	-26	-6	/
Cc1ccc(S(=O)(=O)NCC(=O)OCc2csc(-c3ccccc3)n2)cc1	5	0	6	/	/	/	5	-2
COc1cc(CN2C[C@@H](CO)O[C@@H](n3cnc4c(N5CCN(c6ccccc6)CC5)ncnc43)C2)cc(OC)c1OC	-3	2	1	0.4	-1	-6	14	0
Cc1cn([C@H]2C[C@H](O)[C@@H](CNC(=O)[C@H](N)Cc3cn(COCc4ccccc4)cn3)O2)c(=O)[nH]c1=O	0	/	-1	0.2	-2	-5	0	-3
Cc1cc(C)nc(-n2ncc3c2CC(C)CC3=O)n1 (configuration not stated)	10	4	1	/	/	-23	-11	-4
NC(=O)C1CCN(CC(=O)Nc2cc(Cl)ccc2Oc2ccccc2)CC1	/	35	/	/	2	-12	/	-4
Cc1cc(=O)[nH]c(=S)[nH]1	2	5	-1	0.5	-1	-1	-10	-2
CN1CCN(NC(=O)/C=C/c2cccc([N+](=O)[O-])c2)CC1	2	/	6	1.3	-2	0	5	/
CCOC(=O)c1cnc2oc3ccccc3n2c1=O	-2	5	-1	0.0	-3	-25	-1	-1
CCCS(=O)(=O)NC(=O)C1(C)CCCN(C(=O)c2ccccc2Br)C1 (configuration not stated)	-1	10	-3	-0.1	6	-7	-7	-5
Cc1ccsc1C(C(=O)NCc1ccccc1)N(C(=O)c1csnn1)c1ccccc1 (configuration not stated)	10	-11	0	/	-1	-21	2	1
Clc1ccc(Nc2nc(NCCN3CCOCC3)nc(N3CCOCC3)n2)cc1	2	3	-8	/	/	/	-8	-1
CCC(=O)Nc1ccc2c(c1)C(=O)N(C)C[C@H](OC)[C@@H](C)CN(Cc1cccnc1)[C@H](C)CO2	1	15	2	0.1	0	1	-1	-2[16.7 µM]
CCOc1cc(N2CCOCC2)c(OCC)cc1NC(=O)CN1CCN(Cc2ccc3c(c2)OCO3)CC1	/	-4	/	0.3	5	-11	/	-6
CCOC(=O)C1(CCOC)CCN(C(=O)c2ccccc2-c2cccc(C)c2)CC1	2	-12	-2	/	3	-3	-2	7
C[C@@H]1CN([C@@H](C)CO)C(=O)Cc2cc(NC(=O)c3ccncc3)ccc2O[C@@H]1CN(C)Cc1ccc(-c2ccccc2)cc1	-1	-10	3	0.7	-2	-28	-2	-10[16.7 µM]

Arranged by SMILES length (smallest number first): some entries from above
SMILES	PglD DTNB	PGC1a acetyl inh	Cneo AK release	E-sel inducer	ERAP1 inh	RAD52 anneal inh	RAD54 branch	miR122 inh
COc1cccc(OCc2nn[nH]n2)c1	5	/	0	0.8	-1	-26	-6	/
CCOC(=O)C1(CCOC)CCN(C(=O)c2ccccc2-c2cccc(C)c2)CC1	2	-12	-2	/	3	-3	-2	7
Cc1cccc(Nc2nnc(SCC(=O)Nc3ncc(C(F)(F)F)cc3Cl)s2)c1C	-4	-4	0	1.5	/	/	-2	2

Next section.
SMILES	PglD DTNB	PGC1a acetyl inh	Cneo AK release	E-sel inducer	ERAP1 inh	RAD52 anneal inh	RAD54 branch	miR122 inh
O=C(COc1ccccc1)NCc1ccc(-n2cccc2)cc1	0	/	0	/	-1	-6	5	-1
Cc1cc(Br)ccc1NS(=O)(=O)c1c(C)[nH]c(=O)[nH]c1=O	-1	0	-4	?	-2	1	-12	/
O=C(CNC(=O)c1cccs1)c1ccc([N+](=O)[O-])cc1	6	-17	0	-0.1	/	/	0	1
COc1ccc(-c2ccc(=O)n(CC(=O)Nc3ccc(C(=O)NC4CC4)cc3)n2)cc1OC	-4	-8	-1	/	/	/	3	-3
O=C(c1ccccc1)N1CCN(c2ccccc2F)CC1	7	30	2	/	/	/	1	0
C/C(CC(=O)Nc1ccc(N(C)C)cc1)=N\NC(=O)c1ccccc1F	-4	11	-4	0.1	2	-7	2	-2
O=S(=O)(Cc1cc(Cl)nc(-c2ccncc2)n1)c1ccccc1	/	-2	/	/	5	-16	/	-1
Cc1csc(NC(=O)C2CCCN2C(=O)OCC(C)C)n1 (configuration not stated)	7	6	-1	/	/	/	0	3
CN1C(=O)C(C)(C)c2cc(S(=O)(=O)NCc3ccc(Cl)cc3)ccc21	-3	-14	1	0.0	/	-17	2	16
Cc1ccc(NC(=O)OC(C)N2CCCCC2)cc1NC(=O)OC(C)N1CCCCC1 (configuration not stated)	3	-9	0	-0.2	-3	-8	22	/
CCO[C@@H]1OC(C(=O)NC2CC2)=C[C@H](C)[C@H]1CCCO	1	1	-3	0.0	/	-5	-3	0
Cc1noc(C)c1S(=O)(=O)Nc1ccc2c(c1)CC(=O)N([C@H](C)CO)C[C@H](C)[C@H](CN(C)S(C)(=O)=O)O2	1	2	0	-1.8	/	/	1	3[16.7 µM]
C[C@H](CO)N1C[C@H](C)[C@H](CN(C)S(=O)(=O)c2ccc(Cl)cc2)Oc2ccc(NC(=O)Nc3ccc4c(c3)OCO4)cc2C1=O	3	-13	-3	0.0	0	-4	-1	-5[16.7 µM]
COc1ccc(NC(C)=O)cc1NC(=O)CSc1nc2ncccc2[nH]1	3	5	-1	/	/	/	4	4
Nc1c(C(=O)Nc2ccccc2)sc2nc3c(c(-c4ccco4)c12)CCC3	2	-3	-3	/	/	/	3	-5
Cc1cccc(N2CCN(C(=O)C3CCN(S(=O)(=O)c4cccnc4)CC3)CC2)c1C	-1	-2	3	0.5	-1	-46	13	4
Cc1cc(OC(=O)c2ccc(C)c(C)c2)c([N+](=O)[O-])c(=O)[nH]1	0	10	0	0.6	3	-2	4	13
O=C(O)C[C@@H]1CC[C@@H](NC(=O)c2ccccc2F)[C@@H](CO)O1	6	-3	2	-0.2	-5	9	-9	/
Clc1ccc(-c2ccc(CN3CCCCC3)o2)cc1	-2	1	1	0.1	-4	-9	1	5
O=S(=O)(Nc1cccc(C(F)(F)F)c1)c1cccnc1	7	-8	2	/	/	/	-14	6
C[C@@H]1CCCCO[C@@H](CN(C)C(=O)Nc2ccc3c(c2)OCO3)[C@@H](C)CN([C@@H](C)CO)C(=O)c2cc(NC(=O)Nc3ccc(C(F)(F)F)cc3)ccc2O1	/	-4	/	1.4	-1	6	/	/
COc1ccccc1NC(=O)N1CCN(c2ccc(F)cc2)CC1	-1	-2	-1	/	/	/	4	-4
Cc1ccc(C(=O)N/C(=C/c2ccco2)C(=O)O)cc1	7	5	0	/	/	/	2	2
NS(=O)(=O)c1cccc(NS(=O)(=O)c2ccc(/C=C/C(=O)OCC(=O)c3ccccc3)cc2)c1	7	3	1	-0.1	0	-100	-8	/
O=C(OCc1ccccc1F)c1ccc2c(c1)OCCO2	-3	-10	7	/	/	/	3	6
O=C(Nc1ccccc1)N1CCCCN2[C@H](CO)[C@@H](c3ccc(-c4ccccc4)cc3)[C@@H]2C1	0	-7	1	-0.8	-1	-11	-5	5[16.7 µM]
CN(C)CCCNc1nc2cc(-c3ccc(C(=O)N4CCN(C)CC4)cc3)sc2c(=O)n1C	0	4	5	-0.2	-2	75*	?	-9
C[C@@H]1CN([C@H](C)CO)C(=O)c2cc(NC(=O)Cn3cnnn3)ccc2O[C@H]1CN(C)Cc1ccc2c(c1)OCO2	0	-19	3	5.4	2	4	1	-12[16.7 µM]
Cc1cc(C)c(C(=O)c2ccc(C(=O)N3CCCCC3)cc2)c(C)c1	-12	0	2	-0.7	-3	-3	-3	0
COc1cccc2cc(-c3cn4ccc(C)cc4n3)c(=O)oc12	-4	1	0	/	-2	2	3	-3
CCN1C[C@@H]2[C@@H]3C(=O)N(C)C(=O)[C@@H]3[C@](CC)(C1=O)N2C(=O)c1ccccc1	-1	-6	1	-0.1	-6	-17	3	-1
O=S(=O)(NCc1ccc(Cl)cc1)NCc1ccc(Cl)cc1	0	3	5	-0.4	-3	-8	8	-6
O=C(Cn1cnc2c(cnn2-c2ccccc2Cl)c1=O)N1CCc2ccccc21	-2	10	2	/	/	/	0	-2
O=C(CCc1ccccc1)NC(NC(=S)Nc1ccc(Cl)cc1)C(Cl)(Cl)Cl (configuration not stated)	6	-16	-1	/	/	/	8	8
C/C(=N\Nc1nc(-c2ccccn2)nc2ccccc12)c1ccc(F)cc1	1	-5	-1	/	/	/	7	-6
O=C(Oc1cccc2c(O)cccc12)c1ccccc1Cl	-1	16	0	-0.1	0	-9	2	3
